H9c2 protect: protects H9c2 cardiomyocytes from peroxide injury | H2O2 injury protection, ATPLite, 2 h | protection from H2O2 cell death, % at 20 µM | 360,000 tested, 0.63% active;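 active = compounds giving at least 50% protection of heart cells from peroxide-induced death in the single-dose screen, raw or plate-pattern-corrected value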;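 note: 0% = DMSO wells with peroxide and 100% = DMSO wells without peroxide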
MC4R antagonist: blocks human MC4R cAMP signaling. 360,000 tested, 0.48% active. MC4R-expressing cells, MTII-stimulated cAMP, LANCE TR-FRET. AID 540295. inhibition, % at 6.5 µM;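 active = inhibition above its plate's cutoff, the mean of tested wells on that plate plus 3 SD, cut at about 29% in these data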;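 note: 0% = Melanotan II alone and 100% = Melanotan II plus saturating MCL0020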
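Material – human MC4R-expressing U2OS cells · Repeats – no replicates · Detection – TR-FRET with Eu-cAMP and labeled anti-cAMP, 671 nm · Times – compound 30 min, challenge 1 h, detection 1 h · Compound – single nominal compound dose of 6.5 µM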
Exocytosis inh: lytic granule exocytosis inhibition. inhibition, % at 10 µM. TALL-104 LAMP-1 surface exposure, flow cytometry; cells stimulated with thapsigargin and PMA. 360,000 tested, 0.66% active;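 active = inhibition above about 55%, limit read from the data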
ABCB6 inh MLPCN: inhibitors of human ABC transporter ABCB6. Q9NP58. 360,000 tested, 0.19% active. AID 602162. fluorescence ratio to DMSO, % at 10 µM. K562-ABCB6 porphyrin accumulation, flow cytometry, 1 h; hits give low values;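 active = fluorescence ratio to DMSO below 75%, the collection mean minus 3 SD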;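 note: signal is porphyrin accumulated inside mitochondria; 100% equals median channel fluorescence of DMSO control wells; lower ratio means ABCB6 inhibition with less porphyrin fluorescence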
PDI turbidity: blocks human protein disulfide isomerase activity; inhibition, % at 10 µM; AID 588391; 350,000 tested, 0.052% active; PDI insulin aggregation turbidity, A650, 90 min; P07237;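 active = mean inhibition across replicates of 30% or more, whatever share of single replicates reach that level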;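 note: absorbance from insulin aggregation driven by PDI reduction with DTT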
Target sequence (P07237 whole entry, looked up): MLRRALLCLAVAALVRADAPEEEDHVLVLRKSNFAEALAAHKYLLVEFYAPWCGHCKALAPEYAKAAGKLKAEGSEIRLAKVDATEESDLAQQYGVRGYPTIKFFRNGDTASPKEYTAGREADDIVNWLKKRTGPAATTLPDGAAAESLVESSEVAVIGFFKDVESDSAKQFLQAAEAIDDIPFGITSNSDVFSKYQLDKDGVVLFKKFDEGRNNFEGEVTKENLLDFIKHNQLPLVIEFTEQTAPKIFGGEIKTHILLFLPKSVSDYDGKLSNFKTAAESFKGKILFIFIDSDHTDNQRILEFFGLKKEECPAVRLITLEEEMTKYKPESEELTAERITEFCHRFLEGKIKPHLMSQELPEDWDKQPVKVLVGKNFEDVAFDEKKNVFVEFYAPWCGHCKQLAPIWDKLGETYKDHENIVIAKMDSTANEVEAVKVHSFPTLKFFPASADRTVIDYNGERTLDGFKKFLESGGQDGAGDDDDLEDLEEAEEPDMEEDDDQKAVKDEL
MC4R barr agon: human MC4R agonism via beta-arrestin | U2OS MC4R beta-arrestin complementation, luminescence; percent of melanotan II response, DMSO zero | activation, % at 8.9 µM | 360,000 tested, 0.98% active | AID 540308;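 active = activation above a per-plate cutoff, the mean activation of sample wells on that plate plus 3 SD, cut at about 8% in these data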
CaV13 ICDI inh: Primary screen for inhibitors of IQ motif and Ca2+-dependent inactivation inhibitor domain binding in CACNA1D, Förster resonance energy transfer in living cells, …; AID 743397; HEK cells, CFP/YFP FRET ICDI-IQ, plate reader, 10 min; percent FRET-ratio fall versus neutral wells; inhibition, % at 12.3 µM; 340,000 tested, 0.098% active;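 active = mean replicate inhibition of at least 30% and at least 1% of replicates passing that level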;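 note: 0% = median of the neutral control wells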
m5-HT2A agonist: activates the mouse 5-HT2A serotonin receptor. P35363. CHO-K1 mHTR2A beta-arrestin complementation, luminescence; percent of 30 µM serotonin response. activation, % at 7.6 µM. 360,000 tested, 0.66% active;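 active = activation above a run cutoff, the mean activation of all tested compounds plus 3 SD, cut at about 14% in these data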;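 note: 0% = plate median of compound wells and 100% = 30 µM serotonin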
Target sequence (P35363 whole entry, looked up): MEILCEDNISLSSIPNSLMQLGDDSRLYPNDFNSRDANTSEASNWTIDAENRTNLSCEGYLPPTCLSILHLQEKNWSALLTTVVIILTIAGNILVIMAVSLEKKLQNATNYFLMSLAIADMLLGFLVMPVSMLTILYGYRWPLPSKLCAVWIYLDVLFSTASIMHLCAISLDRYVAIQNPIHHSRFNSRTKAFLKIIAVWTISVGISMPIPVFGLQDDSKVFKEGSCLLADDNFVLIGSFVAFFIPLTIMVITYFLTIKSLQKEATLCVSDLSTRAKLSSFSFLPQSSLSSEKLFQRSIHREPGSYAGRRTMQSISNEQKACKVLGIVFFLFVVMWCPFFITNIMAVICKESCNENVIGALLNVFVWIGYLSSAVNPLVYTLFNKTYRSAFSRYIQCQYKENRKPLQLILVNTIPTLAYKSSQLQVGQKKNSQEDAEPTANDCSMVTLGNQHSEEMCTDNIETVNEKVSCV
Glyco luc inh: blocks N-linked glycosylation in D54 reporter cells. 360,000 tested, 0.23% active. D54 ERlucT glycosylation luciferase reporter, 24 h; percent of 100 nM tunicamycin response. reporter increase, % at 12.5 µM. AID 588692;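 active = mean luciferase reporter signal, scaled so untreated is 0 and the glycosylation-blocking control 100, at or above a set limit in every replicate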;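 note: luciferase carries N-glycosylation sites so blocking glycosylation raises the light; 0% = median of neutral control wells and 100% = median of 100 nM tunicamycin wells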
ABHD5-PLIN5 inh: ABHD5-PLIN5 protein interaction inhibition. Q00G26+Q8WTS1. Split G. princeps luciferase complementation, luminescence, 4 h. inhibition, % at 4 µM. 360,000 tested, 0.78% active. AID 602281;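 active = inhibition above the mean inhibition across every tested compound plus 3 SD, cut at about 22% in these data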;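 note: 0% = DMSO only wells and the 100% control is not disclosed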
The depositor's hits bear a star; . = not tested or not shown.

[1] Cc1nc(Cc2nnc(SC(C)C(=O)Nc3cccc(C#N)c3)o2)cs1 (centres undefined)
[2] Cc1cccc(N2CCN(Cc3cn(C)nc3-c3ccccc3F)CC2)n1
[3] C=CC1=C2C=C(C3CC3)N(CCCN(CC)CC)C=C2C(=O)C(C)(OC(=O)c2ccco2)C1=O (centres undefined)
[4] Cc1ccc(Cl)cc1NC(=S)N(CCCN1CCOCC1)Cc1ccccn1
[5] CCCC1(c2ccccc2)NC(=O)N(CC(=O)Nc2cc(C)ccc2OC)C1=O (centres undefined)
[6] CC(NC(=O)c1ccco1)C(c1cccs1)N1CCN(c2ccccc2F)CC1 (centres undefined)
Compound	1	2	3	4	5	6
H9c2 protect	6	0	-3	-2	-3	6
MC4R antagonist	-2	-7	3	-2	4	1
Exocytosis inh	-1	-4	-9	-2	6	-1
ABCB6 inh MLPCN	106	86	97	97	95	106
PDI turbidity	2	1	1	1	15	-4
MC4R barr agon	-2.0	-2.4	-1.2	-3.2	-2.5	0.2
CaV13 ICDI inh	.	-15	-4	-5	-3	-8
m5-HT2A agonist	3	8	-1	-3	-6	2
Glyco luc inh	-1	9	0	4	3	-2
ABHD5-PLIN5 inh	7	0	8	-4	-3	-2

[7] COc1ccc(-c2nnc(-c3ccc(OCC(C)C)cc3)o2)cc1
[8] COc1ccc(Cl)cc1N(CC(=O)N1CCCCC1)S(C)(=O)=O
[9] CN(CC(=O)NCc1ccco1)CC(=O)Nc1c(Cl)cccc1Cl
[10] CCN(CCO)c1ccc(-n2c(N)c(C(=O)OC)c3nc4ccccc4nc32)cc1
[11] CCOC(=O)c1c(C)[nH]c(C(=O)OCc2c(C)noc2C)c1C
[12] O=C(O/N=C(/c1ccccc1)c1ccncc1)c1cccc(F)c1
Compound	7	8	9	10	11	12
H9c2 protect	-11	-4	4	22	-19	-1
MC4R antagonist	-2	21	8	-2	5	0
Exocytosis inh	-3	2	-6	-6	-1	-1
ABCB6 inh MLPCN	90	97	102	103	96	96
PDI turbidity	-8	5	-5	20	-2	-6
MC4R barr agon	1.6	-2.6	-0.5	-2.0	-0.6	-2.2
CaV13 ICDI inh	.	-5	-5	.	-1	-2
m5-HT2A agonist	-7	-3	1	3	1	1
Glyco luc inh	.	-1	2	1	1	0
ABHD5-PLIN5 inh	-4	2	-6	1	-7	1

Part of the list above in a different format.
Every second line gives: H9c2 protect | MC4R antagonist | Exocytosis inh | ABCB6 inh MLPCN | PDI turbidity | MC4R barr agon | CaV13 ICDI inh | m5-HT2A agonist | Glyco luc inh | ABHD5-PLIN5 inh
10	CCN(CCO)c1ccc(-n2c(N)c(C(=O)OC)c3nc4ccccc4nc32)cc1
  22 | -2 | -6 | 103 | 20 | -2.0 | . | 3 | 1 | 1
9	CN(CC(=O)NCc1ccco1)CC(=O)Nc1c(Cl)cccc1Cl
  4 | 8 | -6 | 102 | -5 | -0.5 | -5 | 1 | 2 | -6

The listing continues:
[13] COc1ccc(C2(CNC(=O)c3ccc(OCC(C)C)cc3)CCOCC2)cc1
[14] COCCOC(=O)C1=C(C)NC2=C(C(=O)CCC2)C1c1ccc2c(c1)OCO2 (centres undefined)
[15] Cc1cccc2nc(Cn3c(=O)n(CCC(=O)NCc4ccco4)c(=O)c4sccc43)cc(=O)n12
[16] CC1=C(C(=O)OC2CCCCC2)C(c2cccnc2)n2ncnc2N1 (centres undefined)
[17] O=S(=O)(Nc1ccc2cn[nH]c2c1)c1ccc(C(F)(F)F)cc1
[18] Cc1ccc(C(=O)Nc2ccc(OCc3ccccc3)cc2)cc1[N+](=O)[O-]
Compound	13	14	15	16	17	18
H9c2 protect	-2	8	11	1	-7	-3
MC4R antagonist	15	11	5	1	-1	-4
Exocytosis inh	-4	2	2	-2	9	-3
ABCB6 inh MLPCN	104	90	89	100	100	101
PDI turbidity	-1	-3	2	-2	-4	-4
MC4R barr agon	-0.7	-1.1	0.4	-1.2	-1.1	9.5*
CaV13 ICDI inh	-5	-8	-11	-5	-5	.
m5-HT2A agonist	-4	0	-1	1	-7	-3
Glyco luc inh	-2	-1	1	6	3	-2
ABHD5-PLIN5 inh	-5	4	2	-5	-6	-6

[19] O=C(c1ccccc1)c1cc[n+]([O-])cc1
[20] Cc1cc(C)cc(N(CC(=O)NC2CCCC2)C(=O)CNC(=O)c2cccs2)c1
[21] COCCN(Cc1cc2ccccc2[nH]c1=O)C(=O)c1ccccc1OC
[22] Cc1nn(-c2ccccc2)c2sc(C(=O)NCCN3CCOCC3)cc12
[23] CCN(CC)CCN(C(=O)CCS(=O)(=O)c1ccccc1)c1nc2cc(C)cc(C)c2s1
[24] Cc1ccc(S(=O)(=O)N2CCCCC2C(=O)N2CCN(C)CC2)cc1 (centres undefined)
Compound	19	20	21	22	23	24
H9c2 protect	3	0	0	5	-14	5
MC4R antagonist	1	-6	-4	2	9	-8
Exocytosis inh	6	-7	0	0	14	-1
ABCB6 inh MLPCN	97	96	100	93	98	91
PDI turbidity	-3	6	-4	-1	13	4
MC4R barr agon	-1.1	-0.5	-1.5	0.8	1.8	-1.5
CaV13 ICDI inh	-5	-4	-9	-4	-5	-7
m5-HT2A agonist	-2	2	-5	-5	-1	-9
Glyco luc inh	-1	-2	0	-3	3	0
ABHD5-PLIN5 inh	-3	-5	-1	5	-2	-10

[25] O=C(Nc1ccccc1Cl)c1cc(C2CCCN(C(=O)CCc3ccccc3)C2)on1 (centres undefined)
[26] CC(=C/c1ccccc1)/C=N/NC(=O)c1ccc2nc[nH]c2c1
[27] Cc1cc(Cl)ccc1OC(C)C(=O)NN=C1CCCCCC1 (centres undefined)
[28] Cn1cc(C(=O)C(F)(F)F)c2ccccc21
[29] COc1ccc(OC(C)C(=O)N2CCCc3ccccc32)cc1 (centres undefined)
[30] COCC(=O)N(Cc1cc2ccc(C)cc2[nH]c1=O)c1ccc(C)cc1C
Compound	25	26	27	28	29	30
H9c2 protect	-5	-5	3	5	7	3
MC4R antagonist	8	2	2	8	11	9
Exocytosis inh	2	-2	-10	-4	2	-1
ABCB6 inh MLPCN	97	95	90	91	98	94
PDI turbidity	12	5	-6	-8	2	3
MC4R barr agon	0.8	-0.9	-0.8	-2.2	1.5	-0.2
CaV13 ICDI inh	-10	-4	-7	-2	-4	-5
m5-HT2A agonist	-5	3	-5	-4	1	1
Glyco luc inh	1	-1	0	4	-2	1
ABHD5-PLIN5 inh	3	3	12	-2	-7	8

[31] CC(C)[C@H](NC(=O)c1ccco1)C(=O)OCc1cc(=O)n2c(n1)sc1ccccc12
[32] CCc1cc2ccc(C)cc2nc1SCC(=O)N1CCN(C(=O)c2ccco2)CC1
[33] O=C(CSc1ncnc2ccccc12)c1ccco1
[34] CCCCn1nnnc1NCc1ccc(N2CCCC2)cc1
[35] COCCCNC(=O)CC1Oc2ccccc2NC1=O (centres undefined)
[36] COc1cccc(C2C3(C#N)C(N)=NC(OC)(OC)C23C#N)c1 (centres undefined)
Compound	31	32	33	34	35	36
H9c2 protect	0	16	-8	3	-1	12
MC4R antagonist	0	6	0	1	-1	1
Exocytosis inh	8	4	7	8	15	1
ABCB6 inh MLPCN	95	99	104	102	96	99
PDI turbidity	15	12	6	7	-6	-3
MC4R barr agon	-0.9	-1.0	1.7	0.0	0.2	0.3
CaV13 ICDI inh	-6	0	.	.	1	.
m5-HT2A agonist	9	-5	6	-2	3	4
Glyco luc inh	0	-1	2	-1	2	2
ABHD5-PLIN5 inh	-3	15	-14	2	7	1

[37] COC(=O)c1cc(C(=O)OCC(=O)Nc2cc(C)on2)cc([N+](=O)[O-])c1
[38] CCCCN(Cc1cc2cc(OC)ccc2[nH]c1=O)C(=O)c1ccccn1
[39] CCOC(=O)c1ccc(NC(=O)CCNS(=O)(=O)c2cc(Br)cnc2N)cc1
[40] CCC(C)(C)NC(=O)C(c1ccco1)N(C(=O)Cn1nnc2ccccc21)c1ccc2c(c1)OCO2 (centres undefined)
[41] Cc1ccc2oc3c(c(=O)c2c1)C(c1cccc(Cl)c1)N(CCCN1CCOCC1)C3=O (centres undefined)
[42] Cc1ccc2oc(=O)n(CCOc3ccccc3C)c2c1
Compound	37	38	39	40	41	42
H9c2 protect	5	2	6	8	28	-2
MC4R antagonist	11	3	2	4	3	3
Exocytosis inh	-5	0	-1	2	2	64*
ABCB6 inh MLPCN	93	103	102	100	95	92
PDI turbidity	-2	15	16	-17	-8	-5
MC4R barr agon	-2.7	-1.8	-1.4	0.2	1.2	5.4
CaV13 ICDI inh	-7	0	-8	-5	-5	4
m5-HT2A agonist	3	-4	4	0	-6	-4
Glyco luc inh	2	0	-2	-3	2	-6
ABHD5-PLIN5 inh	3	0	5	-2	5	4

[43] COc1ccc(NC(=O)C2CCN(C(=O)NC3CCCCC3)CC2)c(OC)c1
[44] O=C1/C(=C\c2ccco2)SC(=S)N1C1CCS(=O)(=O)C1 (centres undefined)
[45] COc1cccc(/C=N/NC(=O)CSc2nnc(C)n2-c2ccccc2)c1O
[46] CCCCCOc1ccc(C(=O)CCN2CCOCC2)cc1
[47] COc1ccc(CC(=O)N2CCCC2)c(OC)c1
Compound	43	44	45	46	47
H9c2 protect	-3	-2	80*	-2	2
MC4R antagonist	1	-9	1	9	16
Exocytosis inh	-2	-1	-1	7	-7
ABCB6 inh MLPCN	98	99	98	98	100
PDI turbidity	2	19	3	-2	-24
MC4R barr agon	-1.8	0.3	0.4	-1.8	-0.5
CaV13 ICDI inh	-4	-5	-4	7	-3
m5-HT2A agonist	-1	5	-4	-2	7
Glyco luc inh	1	2	-4	2	2
ABHD5-PLIN5 inh	1	-16	2	10	8

Entries of single compounds as entered above:
Profile of O=C1/C(=C\c2ccco2)SC(=S)N1C1CCS(=O)(=O)C1 (centres undefined) : H9c2 protect = -2; MC4R antagonist = -9; Exocytosis inh = -1; ABCB6 inh MLPCN = 99; PDI turbidity = 19; MC4R barr agon = 0.3; CaV13 ICDI inh = -5; m5-HT2A agonist = 5; Glyco luc inh = 2; ABHD5-PLIN5 inh = -16
Profile of COc1ccc(CC(=O)N2CCCC2)c(OC)c1 : H9c2 protect = 2; MC4R antagonist = 16; Exocytosis inh = -7; ABCB6 inh MLPCN = 100; PDI turbidity = -24; MC4R barr agon = -0.5; CaV13 ICDI inh = -3; m5-HT2A agonist = 7; Glyco luc inh = 2; ABHD5-PLIN5 inh = 8

Bioassay records deposited in PubChem by several laboratories.
